GAA850 FXN act: frataxin GAA850 promoter activation; activation, % at 6 µM; HEK293 lucGAA850 FXN promoter luciferase reporter, 24 h; percent of 10 µM SAHA response; 360,000 compounds, 0.56% hits; AID 540364;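 active means activation above the average of all compounds screened plus 3 SD, cutoff fixed separately per campaign, cut at about 7.5% in these data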;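 further: 0% = DMSO wells and 100% = 10 µM SAHA wells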
hgDAF12 agonist: activates the H. glycines DAF-12 receptor ligand-binding domain | HEK293 GAL4-hgDAF12 UAS-luciferase reporter, agonist luminescence; normalized to butyrate control | activation, % at 6.8 µM | 370,000 compounds, 1.8% hits;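 active means activation above a cutoff set at the mean of all screened compounds plus 3 SD, cut at about 10% in these data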;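 further: 0% = DMSO wells and 100% = sodium butyrate wells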
DAX1 inh-1: blocks DAX1 repression of SF-1 activated StAR promoter; HEK293T StAR-luciferase reporter, SF-1/DAX-1 repression relief; inhibition, % at 6.8 µM; 370,000 compounds, 1.1% hits; AID 652010;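 active means inhibition above the mean over all tested compounds plus 3 SD, cut at about 3.6% in these data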;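 further: 0% = DAX-1 cells with DMSO and 100% = cells lacking DAX-1 with DMSO; higher inhibition means more luminescence from relief of DAX-1 repression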
PG9 Ab binder: binds the HIV-1 gp120 antibody PG9. 360,000 compounds, 0.43% hits. inhibition, % at 6.7 µM. TR-FRET gp120-PG9 antibody binding; in the data active means inhibition above about 8.5%
PLC-beta3 inh: PLC-beta3 (human) inhibition, primary screen; inhibition, % at 12.2 µM; Q01970; Purified PLC-beta3, fluorogenic substrate, fluorescence; 370,000 compounds, 0.18% hits; in the data active means inhibition above about 11%;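 further: 0% = median of compound wells on plate and 100% = full blocker control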
ssDAF-12 act: S. stercoralis DAF-12 activation, primary screen; HEK293 ssDAF-12/GRIP1 lit1-tk-luc reporter, luminescence; % of 3 µM dafachronic acid response; activation, % at 6.8 µM; 370,000 compounds, 1% hits; AID 652126;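 active means activation above the mean over all tested compounds plus 3 SD, cut at about 0.9% in these data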;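 further: 0% = DMSO-only wells and 100% = 3 µM delta7-dafachronic acid wells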
DAX1 inh-2: NR0B1 (DAX1) inhibition. AID 504766. 340,000 compounds, 0.99% hits. P51843. HEK293 Gal4-DAX1 luciferase reporter, luminescence. inhibition, % at 6.75 µM;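 active means inhibition above the mean over all tested compounds plus 3 SD, cut at about 4.2% in these data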;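 further: 0% = DAX1-transfected cells with DMSO and 100% = empty-vector control cells with DMSO; inhibition shows as a rise in luminescence from relieved DAX1 repression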
Target sequence (P51843 207-470 limits assumed): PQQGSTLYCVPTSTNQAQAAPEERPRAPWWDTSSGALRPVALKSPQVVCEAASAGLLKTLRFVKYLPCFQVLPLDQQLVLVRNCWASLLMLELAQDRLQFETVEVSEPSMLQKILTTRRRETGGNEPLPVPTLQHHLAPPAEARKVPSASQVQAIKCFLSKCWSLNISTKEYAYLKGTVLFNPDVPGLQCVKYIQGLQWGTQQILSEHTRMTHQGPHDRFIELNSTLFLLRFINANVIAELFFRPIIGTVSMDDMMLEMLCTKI
hcDAF-12 act: H. contortus DAF-12 activation, primary screen; HEK293 hcDAF-12 lit1-tk-luc reporter, luminescence; 0% DMSO, 100% Δ7-dafachronic acid; activation, % at 6.8 µM; 370,000 compounds, 1.4% hits;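 active means activation above the mean of all tested compounds plus 3 SD, cut at about 5.5% in these data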;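 further: 100% = response to 3 µM Δ7-dafachronic acid high control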
NR1D1 modulator: modulators of human Rev-erb alpha DNA binding; P20393; 370,000 compounds, 0.79% hits; Rev-erbα–FITC-DNA binding, fluorescence polarization, 90 min; activity, % at 10 µM;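 active means activity above about 14%, limit read from the data; passing the limit was not always enough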;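 further: 0% = DMSO wells with 35 nM protein and 100% = DMSO wells with 750 nM protein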
SMARCA2 activ: activators of SMARCA2 function; MG213 cells, MMTV-luciferase reporter, dexamethasone, overnight; activation, % at 9.1 µM; 370,000 compounds, 1% hits; AID 652017; in the data active means activation above about 7.8%;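 further: 0% = vehicle wells and 100% = reference activator wells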
sPLA2-III inh: Inhibits HGIII-sPLA2 liposome hydrolysis, primary screen; inhibition, % at 12.2 µM; Q9NZ20; QFRET BODIPY PC-A2 liposome hydrolysis, fluorescence; 370,000 compounds, 0.56% hits; AID 743126;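 active means inhibition above mean plus 3 SD of compounds lying within the high and low control bounds, cut at about 19% in these data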;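 further: 0% = median of test compound wells and 100% = no enzyme DMSO wells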
Target sequence (Q9NZ20 whole entry, looked up): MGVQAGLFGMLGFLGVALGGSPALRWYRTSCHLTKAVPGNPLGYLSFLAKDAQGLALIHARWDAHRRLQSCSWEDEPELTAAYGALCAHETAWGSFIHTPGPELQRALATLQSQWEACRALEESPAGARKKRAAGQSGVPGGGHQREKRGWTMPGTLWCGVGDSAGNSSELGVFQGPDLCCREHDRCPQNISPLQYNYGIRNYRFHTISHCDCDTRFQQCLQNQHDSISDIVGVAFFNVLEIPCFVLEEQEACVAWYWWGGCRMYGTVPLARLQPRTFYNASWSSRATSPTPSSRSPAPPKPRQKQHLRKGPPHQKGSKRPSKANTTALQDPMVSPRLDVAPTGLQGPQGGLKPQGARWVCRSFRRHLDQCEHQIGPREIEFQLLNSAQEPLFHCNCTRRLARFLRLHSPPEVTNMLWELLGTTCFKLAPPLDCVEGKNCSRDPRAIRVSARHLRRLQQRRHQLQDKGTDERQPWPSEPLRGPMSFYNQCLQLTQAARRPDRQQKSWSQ
An asterisk follows results filed as active; nt = not tested or not shown; & = joins results of further samples. The order is random. Share with any hit: about 7%.

Values in the order: GAA850 FXN act, hgDAF12 agonist, DAX1 inh-1, PG9 Ab binder, PLC-beta3 inh, ssDAF-12 act, DAX1 inh-2, hcDAF-12 act, NR1D1 modulator, SMARCA2 activ, sPLA2-III inh
- Cc1c(/C=N/NC(=O)c2sc3ccccc3c2Cl)cnn1C
 : 1.2, 1.4, -0.1, -4.2, -10, -0.6, 0.9, -1.1, 2, -1, -2
- O=C(OC12CCCN(C1)/C(=C/c1ccc(Cl)cc1)C2)c1ccno1 (centres undefined)
 : nt, -0.9, 0.4, nt, -2, -0.5, nt, -2.0, -2, -3, -6
- N#Cc1ccc(CN2CCN(C(=O)c3cc(C4CC4)nn3-c3ccccc3)CC2)cc1
 : 1.3, -1.0, -2.9, -0.4, -6, -1.4, -0.9, -1.2, -4, -1, -4
- COc1cc(NC(=O)CN2CCN(c3ccccc3O)CC2)c(C)cc1[N+](=O)[O-]
 : 2.2, -0.5, -1.4, -1.7, 4, -1.4, 0.4, -2.3, -5, -1, -12
- O=C(Nc1ccc(S(=O)(=O)N2CCCC2)cc1)C1CC(=O)N(c2ccccc2)C1 (centres undefined)
 : 2.9, -2.4, 0.0, -2.7, 0, -0.7, -0.9, -0.4, -3, 4, -6
- Cc1nn(C)c(C(=O)Sc2ccccc2)c1[N+](=O)[O-]
 : 1.2, 0.3, 0.0, -1.6, 9, -0.8, 1.9, 0.9, 0, -1, 0
- Nc1ncnc2nc(N3CCN(C(=O)c4ccccc4)CC3)[nH]c12
 : -0.6, 0.4, 0.1, -0.6, 1, -0.9, 0.1, -0.8, -6, 2, 3
- COc1ccc(/C=C(\C#N)C(=O)C(C)(C)n2cncn2)cc1
 : -0.1, 3.8, 0.2, -2.1, 1, -1.9, -0.8, -1.6, -2, 0, -2
- CN1CCN(/N=C/c2nc(-c3ccccc3)n3ccccc23)CC1
 : 1.7, 0.8, 0.6, -14, -90, -0.8, -0.4, -0.3, -3, 5, 4
- COc1ccc(Cl)cc1C(=O)Nc1nc2ccccc2[nH]1
 : -7.0, -0.8, -0.5, 7.7, -184, 0.1, -4.6, 5.4, 23, 0, 1
- CCc1ccc(C2CC(c3ccccc3)Nc3nc(N)nn32)cc1 (centres undefined)
 : 0.5, 0.7, 0.3, -0.7, -60, -1.1, 2.0, -1.8, 0, -1, 5
- O=C(C1CCCN(S(=O)(=O)c2cccc3nsnc23)C1)N1CCN(c2ccccn2)CC1 (centres undefined)
 : 1.3, -3.4, -1.8, 0.4, 4, -1.7, -3.0, -1.8, 4, -3, 0
- C=CCN1C(=O)C2(NC(=O)c3ccccc3N2)c2ccccc21 (centres undefined)
 : -1.8, 1.1, -0.6, -0.2, -155, -1.5, -0.3, -2.9, 3, -2, 2
- Cc1cccc(NC(=O)c2cnccn2)c1
 : 4.1, 2.8, 1.6, -0.3, -4, -0.8, 4.1, 0.7, 6, 5, 2
- CCOC(=O)N1C(=O)c2cc(OC)ccc2S1(=O)=O
 : 0.7, -0.2, -0.5, 0.6, 2, -1.1, -0.7, 0.2, -5, -2, 2

The listing continues:
Values in the order: GAA850 FXN act, hgDAF12 agonist, DAX1 inh-1, PG9 Ab binder, PLC-beta3 inh, ssDAF-12 act, DAX1 inh-2, hcDAF-12 act, NR1D1 modulator, SMARCA2 activ, sPLA2-III inh
- CCCCNC(=O)c1cc2cc(CC)ccc2[nH]1
 : 0.3, -0.1, -0.9, -1.6, -16, -0.1, -1.5, -0.1, -3, -2, -9
- COCc1cc(C)nc2sc(C(=O)OC)c(N)c12
 : 1.7, -1.0, -0.9, 0.3, -426, -1.6, 1.6, -2.6, -2, -3, 8
- O=c1[nH]c2ccccc2n1CCCSCCCn1c(=O)[nH]c2ccccc21
 : -5.0, -7.5, -1.0, 0.8, 2, -1.8, -1.7, -3.2, -2, -6, -31
- O=C(c1cccc(OC2CCN(Cc3cc(F)cc(F)c3)CC2)c1)N1CCCC1
 : 4.2, -1.4, 0.6, -0.8, -9, -0.7, 0.8, -1.2, 0, -4, -3
- COc1ccc(NC(=O)c2cccc(N3C(=O)C4C5C=CC(C6CC56)C4C3=O)c2)cc1 (centres undefined)
 : -0.1, -2.9, -4.8, 0.7, -8, -1.4, -1.3, -3.6, 2, -2, -8
- O=c1[nH]c(C2CCN(S(=O)(=O)Cc3ccccc3)CC2)nc2c1nnn2Cc1ccccc1
 : 0.5, -0.5, -0.4, -0.6, -4, -0.9, 2.5, 0.8, -3, -2, -20
- NNc1nc2c(Cl)cccc2s1
 : 2.2, 7.0, 1.5, -3.2, -38, -0.8, 0.9, 10*, -3, 2, -5
- O=C(Nc1ccccc1Cc1ccccc1)c1ccccc1F
 : -0.4, 0.8, 0.1, -0.2, -4, -0.9, -0.5, -1.2, 6, -3, 5
- C(=N\Nc1nc(N2CCOCC2)nc(N2CCOCC2)n1)/c1cccnc1
 : -1.0, -0.8, -0.2, -3.6, 1, -0.6, 0.3, 1.0, -3, -2, 6
- CCOc1ccccc1C(=O)N1CCC(Oc2cccnc2)CC1
 : nt, 0.0, -0.1, nt, 1, -1.4, nt, -0.1, -1, 1, -2
- CCc1nc(N)nc(N)c1-c1ccc(Cl)cc1
 : 2.2, 2.7, -2.6, -0.1, -1, -1.1, -2.6, -0.6, -1&-5, -5, 5
- COCCn1nnnc1C1(N(Cc2cc3cc(C)ccc3[nH]c2=O)CC2CCCO2)CCN(C)CC1 (centres undefined)
 : 1.0, -0.5, 0.0, -1.8, -42, -0.5, 1.6, 1.2, 1, -2, -9
- Cc1nc2nc(C)c(CCC(=O)NC3CCCCC3)c(C)n2n1
 : 2.1, 3.5, 0.1, 0.0, -3, -0.9, -0.8, -1.6, 0, -4, 9
- Cc1cc(C)n(CCO)c(=O)n1
 : -1.0, 0.6, -0.8, -2.5, 0, -1.7, -0.6, 0.7, -4, 2, 4
- CC(=O)Nc1nc(-c2ccc(-c3ccccc3)cc2)cs1
 : 1.6, 3.9, 4.5*, 0.6, 4, -0.6, 2.0, 1.3, 13, -1, 0

The list continues.
Values in the order: GAA850 FXN act, hgDAF12 agonist, DAX1 inh-1, PG9 Ab binder, PLC-beta3 inh, ssDAF-12 act, DAX1 inh-2, hcDAF-12 act, NR1D1 modulator, SMARCA2 activ, sPLA2-III inh
- CC(=O)c1ccc(NC(=O)Nc2sc(NS(=O)(=O)c3ccccc3)nc2C)cc1
 : 0.9, 2.2, 0.3, -9.0, 2, -1.0, 0.9, -1.1, -6, 1, -4
- Cc1cc(F)ccc1S(=O)(=O)Nc1ccccc1C(=O)Nc1ccccc1N1CCOCC1
 : 1.5, 0.2, -0.5, -0.4, -10, -1.0, -0.6, -0.3, -3, -4, -13
- COc1cccc2c(=O)n(CC(=O)N3CCC(C)CC3)ccc12
 : 1.7, 1.1, 1.1, -0.6, -4, -0.6, -0.7, -1.1, 2, 1, 2
- Cn1cc([C@@H]2C[C@H]3CN(C4CCCC4)C(=O)[C@]34CCCN24)c(-c2ccccc2)n1
 : -0.3, -3.2, -0.8, 0.8, 0, -1.3, 0.3, 0.5, -2, -1, 1
- CCN(CC)C(=O)c1cn(CCC#N)nc1-c1ccc2ccccc2c1
 : -0.9, -3.1, -0.3, -1.7, -5, -0.8, 1.6, -1.6, 0, 0, -2
- CNC(=O)c1[nH]nc2c1CCc1ccccc1-2
 : 1.1, -2.5, 0.0, -0.8, -6, -1.0, 0.5, -0.1, 2, 1, -1
- O=C(CCC(=O)N1CCOc2ccccc21)Nc1cc(F)ccc1F
 : -1.5, 0.0, 0.9, 1.8, 0, -0.7, 0.5, -0.7, 0, -1, 4
- O=C(Cn1[nH]c(=O)c2ccccc2c1=O)NNC(=O)c1ccccc1
 : 1.5, 0.0, 1.2, 0.2, -4, -1.1, 1.2, 1.1, 0, -3, 9
- COc1ccc(C(=O)CSc2nnc(-c3cc(C)on3)o2)cc1
 : 3.9, -1.1, -0.2, 19*, 0, -1.6, -0.6, 0.7, 10, 1, -23
- O=C1COc2ccc(S(=O)(=O)N3CCc4ccccc43)cc2N1
 : 2.4, -2.0, -0.2, -0.1, -9, -2.1, -1.2, -1.8, -2, -3, 0
- COc1ccc(CN(C(=O)c2cccc(OC)c2)C2CCS(=O)(=O)C2)cc1 (centres undefined)
 : -0.1, -0.5, 0.0, -0.4, -2, -0.8, nt, -0.1, -1, -4, -1
- CCOc1ccc(C(CC(=O)O)NS(=O)(=O)c2ccc(C)cc2)cc1OC (centres undefined)
 : 0.1, -1.9, -0.6, -2.5, 2, -1.6, 1.5, -1.3, -6, 4, 4
- Cc1cccc(C(=O)NC(C(=O)Nc2cccc(S(=O)(=O)N3CCCC3)c2)C(C)C)c1 (centres undefined)
 : -5.6, -2.7, 1.0, -0.7, 3, -1.6, 0.7, -3.3, 1, -5, -10
- COc1cccc(-c2nc(N)nc(SC)c2C#N)c1
 : 1.8, 0.9, 1.2, 1.2, -10, -1.4, 0.8, -1.3, 2, -2, 9
- COc1ccc(OC)c2c1sc(=NC(=O)c1cccc(N3C(=O)CCC3=O)c1)n2C
 : 5.8, -0.7, 0.0, 52*, -3, -1.3, 0.3, 0.7, 23, 5, -1

Additional records
Values in the order: GAA850 FXN act, hgDAF12 agonist, DAX1 inh-1, PG9 Ab binder, PLC-beta3 inh, ssDAF-12 act, DAX1 inh-2, hcDAF-12 act, NR1D1 modulator, SMARCA2 activ, sPLA2-III inh
- CN(C)S(=O)(=O)c1cccc(NC(=O)COC(=O)/C=C/c2ccco2)c1
 : 1.6, 0.8, 0.0, -0.3, -1, -1.0, -0.8, 0.5, 3, -2, 6
- COc1ccc(/C=C/C(=O)OCC(=O)Nc2ccc3c(c2)OCO3)cc1
 : -0.2, 2.2, 0.9, 0.0, -9, -1.2, -0.7, -0.4, 9, -1, -2
- COc1ccccc1N(CC(=O)NCC1CCCO1)C(=O)Cn1nnc(-c2cccs2)n1 (centres undefined)
 : -1.4, 0.5, -0.4, 1.9, -1, -1.0, 2.0, -0.1, -4, -3, 3
- CC1(c2nnnn2Cc2ccccc2)CCC(=O)N1Cc1ccc(F)cc1 (centres undefined)
 : nt, -3.5, -0.7, -0.1, 2, -0.8, nt, 0.5, -8, 2, 4
- O=C(NNC(=O)c1ccccc1Br)c1ccncc1
 : 0.1, 4.2, -0.2, -1.1, -3, -1.3, 1.0, 0.5, 7, 1, -2
- CCOC(=O)c1sc(NC(=O)c2cc(S(=O)(=O)N3CCOCC3)ccc2C)nc1C
 : -3.9, -0.2, -0.1, 0.5, -3, -1.4, -0.9, -0.8, 5, 0, -2
- COc1cc(C(=O)COC(=O)c2ccco2)cc(OC)c1OC
 : -2.0, -1.4, -0.1, -0.5, 3, -0.8, 2.0, 3.0, 4, -1, -3
- CCOc1ccc2oc(C(=O)Nc3nccs3)c(C)c2c1
 : 4.7, 14*, 7.2*, 7.1, -13, -0.3, 2.3, 5.9*, -4, 2, 11
- Cc1ccc(S(=O)(=O)CCC(=O)NCc2ccccc2Cl)cc1
 : -0.5, -0.4, -0.1, -1.6, -1, -2.1, 1.2, 0.8, 6, 0, 0
- CC(C)Oc1ccc(S(=O)(=O)N2CCOCC2)cc1NC(=O)c1nn(C)c(=O)c2ccccc12
 : 0.5, -0.5, 0.3, -0.6, 0, -0.9, 0.2, -0.9, 1, -1, -8

From PubChem
